Screening data as filed in PubChem BioAssay.
TRAIL sens C8 – sensitizes caspase-8 expressing cells to TRAIL. NB7+C8 cells + TRAIL, ATPlite viability luminescence. inhibition (viability loss, TRAIL sensitization), % at 10 µM. 1% of 360,000 active;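 active = compounds causing at least 50% loss of cell viability in the single-dose screen, relative to plate controls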
COUP-TFII inh – inhibitors of human COUP-TFII (NR2F2); P24468; HEK293T NGFI-A luciferase reporter, luminescence; inhibition, % at 8.6 µM; 0.7% of 370,000 active; AID 686940;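 active = inhibition above a per-plate cutoff, mean inhibition of test wells between control levels plus 3 SD, cut at about 38% in these data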;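 also: cells cotransfected with COUP-TFII expression vector driving the NGFI-A reporter; 0% = median of COUP-TF2 test wells and 100% = reporter-only cells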
SRC3 inh – human NCOA3 inhibition; HEK293 GAL4-SRC3 luciferase reporter, luminescence; inhibition, % at 3.6 µM; 0.17% of 360,000 active; AID 588352;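 active = inhibition above a per-campaign cutoff, the mean of all compounds plus 3 SD, cut at about 60% in these data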;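 also: 0% = DMSO-treated cells and 100% = gossypol-treated cells at 36 µM; higher means less SRC3-driven luciferase light from the GAL4 reporter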
NOD2 RIPK2 PPI – blocks binding of human NOD2 to RIPK2; O43353; CHO BLA complementation NOD2-RIPK2, CCF4 ratio; inhibition, % at 4.98 µM; 0.38% of 360,000 active; in the data active = inhibition above about 21%;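 also: 0% = vehicle only and 100% = reference blocker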
Vif inh – inhibitors of HIV Vif. HEK293T cells, Vif self-association by quenched fluorescence, imaging, 24 h. inhibition, % at 7.49 µM. 0.35% of 340,000 active; in the data active = inhibition above about 50%, passing the limit was not always enough; also: some results filed as inactive read as strong as hits
TLR9-MyD88 block – inhibitors of human TLR9-MyD88 binding; AID 504734; 0.21% of 340,000 active; CHO BLA complementation TLR9-MyD88, CCF4 FRET ratio; inhibition, % at 4.98 µM;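 active = inhibition above the mean over all tested compounds plus 3 SD, cut at about 21% in these data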;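 also: 0% = DMSO only wells and 100% = clavulanate BLA inhibitor control wells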
Target sequence (Q99836 whole entry, looked up): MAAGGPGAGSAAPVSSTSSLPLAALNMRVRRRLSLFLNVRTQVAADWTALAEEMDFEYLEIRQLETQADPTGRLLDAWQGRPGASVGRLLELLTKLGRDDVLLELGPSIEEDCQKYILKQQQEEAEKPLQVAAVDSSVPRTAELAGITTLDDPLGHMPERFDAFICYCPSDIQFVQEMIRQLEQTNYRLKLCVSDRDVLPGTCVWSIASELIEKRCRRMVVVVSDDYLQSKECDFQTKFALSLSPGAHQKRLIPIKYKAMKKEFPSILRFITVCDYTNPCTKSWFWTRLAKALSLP
Target sequence (Q9NR96 whole entry, looked up): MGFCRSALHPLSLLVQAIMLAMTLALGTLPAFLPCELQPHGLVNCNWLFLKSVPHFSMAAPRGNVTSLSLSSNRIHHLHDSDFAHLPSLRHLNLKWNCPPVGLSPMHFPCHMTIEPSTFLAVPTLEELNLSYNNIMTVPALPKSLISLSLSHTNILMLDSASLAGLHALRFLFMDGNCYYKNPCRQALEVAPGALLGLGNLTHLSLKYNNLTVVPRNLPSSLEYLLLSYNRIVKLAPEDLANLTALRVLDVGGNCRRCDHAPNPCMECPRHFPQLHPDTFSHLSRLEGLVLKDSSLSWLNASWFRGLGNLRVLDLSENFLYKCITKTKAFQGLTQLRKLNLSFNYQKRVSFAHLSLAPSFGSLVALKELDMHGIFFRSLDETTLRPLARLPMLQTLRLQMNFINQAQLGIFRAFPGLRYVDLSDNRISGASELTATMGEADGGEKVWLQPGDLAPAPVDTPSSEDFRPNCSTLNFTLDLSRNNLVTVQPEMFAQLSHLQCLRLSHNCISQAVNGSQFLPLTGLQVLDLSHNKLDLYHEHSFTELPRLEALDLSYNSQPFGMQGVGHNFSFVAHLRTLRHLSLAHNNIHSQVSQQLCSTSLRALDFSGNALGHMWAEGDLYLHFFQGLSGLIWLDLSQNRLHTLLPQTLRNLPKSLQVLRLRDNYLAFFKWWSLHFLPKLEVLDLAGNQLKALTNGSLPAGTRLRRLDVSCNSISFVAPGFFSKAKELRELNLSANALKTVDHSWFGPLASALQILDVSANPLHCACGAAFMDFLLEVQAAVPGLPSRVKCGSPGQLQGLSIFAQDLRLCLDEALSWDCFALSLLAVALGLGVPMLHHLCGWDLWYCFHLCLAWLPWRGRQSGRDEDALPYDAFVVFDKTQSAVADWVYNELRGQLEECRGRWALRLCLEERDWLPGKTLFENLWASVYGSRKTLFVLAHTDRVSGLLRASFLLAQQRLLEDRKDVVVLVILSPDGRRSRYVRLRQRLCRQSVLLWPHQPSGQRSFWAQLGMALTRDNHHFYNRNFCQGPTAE
SRC1 inh – human NCOA1 inhibition. Q15788. HEK293 GAL4-SRC1 luciferase reporter, luminescence. AID 588354. 0.12% of 360,000 active. inhibition, % at 3.6 µM;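 active = inhibition above the campaign mean plus 3 SD, with each screening campaign given its own cutoff, cut at about 60% in these data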;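 also: 0% = DMSO treated cells and 100% = gossypol at 36 µM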
NCOA2 inhibitor – inhibits human steroid receptor coactivator 2 | Q15596 | HEK293 GAL4-SRC2 luciferase reporter, luminescence | inhibition, % at 9 µM | 0.17% of 370,000 active | AID 651957;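 active = inhibition above the mean inhibition of all tested compounds plus 3 SD, set per campaign, cut at about 52% in these data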;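 also: 0% = DMSO treated cells and 100% = cells given Gossypol at 36 µM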
EBV LMP1 NFkB – inhibitors of Epstein-Barr LMP1-induced NF-kappaB reporter; LMP1-induced NF-kappaB luciferase reporter cells, luminescence; inhibition, % at 12.5 µM; 0.69% of 350,000 active; AID 504558; in the data active = inhibition above about 41%;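 also: 0% = neutral control wells and 100% = reference inhibitor control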
LRH-1 inv ag – suppresses constitutive activity of human LRH-1; HEK293T StAR-luciferase reporter, LRH-1 transfected, 24 h; inhibition, % at 3.6 µM; 0.13% of 360,000 active;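 active = inhibition above the mean inhibition of all tested compounds plus 3 SD, cut at about 73% in these data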;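 also: 0% = DMSO wells and 100% = reporter-only cells lacking LRH-1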
TROY signal inh – inhibitors of TROY-dependent NF-kB signaling; Q293 LMP1-TROYcd NF-kB luciferase reporter, 4 h; inhibition, % at 10 µM; 0.98% of 360,000 active; AID 1347056;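 active = compounds whose plate-normalised and pattern-corrected inhibition of the luciferase reporter signal at the single screening dose is 50% or more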
Numbers without * were called inactive; x = not tested or not shown. An excerpt; the hit share may differ from the screen's.

SMILES	TRAIL sens C8	COUP-TFII inh	SRC3 inh	NOD2 RIPK2 PPI	Vif inh	TLR9-MyD88 block	SRC1 inh	NCOA2 inhibitor	EBV LMP1 NFkB	LRH-1 inv ag	TROY signal inh
COc1ccc(C(=O)Nn2cnc3ccccc3c2=O)c(OC)c1	9	-61	-84	-2	-1	-2	-92	-29	-29	-115	-33
CC(C)NC(=O)/C(C#N)=C/c1ccc(N(C)C)o1	-16	10	0	-15	x	-5	-21	-1	13	-33	-15
O=C(OCCN1CCCCC1)c1ccc(Cl)cc1	-3	4	12	-9	8	1	7	-15	0	9	-21
Cc1ccc(S(=O)(=O)N2CCN(C(=O)COC(=O)c3ccccn3)CC2)c(C)c1	-7	-29	-2	12	-11	-3	-1	-3	-14	-14	-19
Cc1sc2nc(C)n(/N=C/c3ccc(O)cc3O)c(=O)c2c1C	-4	11	23	-7	-7	4	8	20	-1	17	-12
Cc1ccc(-c2cn(CCN)c(-c3ccncc3)n2)cc1	6	17	-28	7	-6	11	-4	-60	0	-23	5
Cc1coc(=N)n1CC(=O)c1ccc(Cl)cc1	14	-24	2	-4	4	x	-5	-39	-8	-8	5
COC(=O)CN1C(=S)N(c2ccc(OC)cc2)C(=O)/C1=C/c1cccs1	10	-9	6	8	21	0	9	-6	1	-12	-2
Cc1ccc(-c2nn(C)c(=O)c3ccccc23)cc1S(=O)(=O)N1CCOCC1	-4	-2	2	-4	-3	8	-5	-25	-10	-15	-27
CS(=O)(=O)N(CC(=O)N1CCCCCC1)c1ccc(Br)cc1	-10	7	4	-4	22	8	-6	-5	-2	6	-17
O=C(CCCN1C(=O)/C(=C/c2ccc3c(c2)OCO3)SC1=S)Nc1cccc(C(=O)O)c1	-3	33	29	0	1	-9	10	50	28	14	31
O=C(CN1CCN(Cc2ccccc2)CC1)Nc1nc2ccccc2s1	3	-16	16	11	-19	4	-3	7	8	14	-21
COc1ccc(-c2cc(C3CCN(CC(O)C(F)(F)F)CC3)[nH]n2)cc1 (stereo not drawn)	-19	16	3	-6	-12	-2	14	-33	3	20	-9
COc1ccc(OC)c(NC(=O)c2cccc(NC(=O)c3ccco3)c2)c1	-7	-19	-29	2	-12	7	4	14	12	22	-3
O=S(=O)(NCC(c1ccc2c(c1)OCO2)N1CCOCC1)c1ccc(Cl)cc1 (stereo not drawn)	-26	-3	-8	0	-12	15	-15	-15	-1	7	0
Cc1ccc(-n2nc(C)c3c(C)onc3c2=O)cc1	-2	7	4	-1	18	-1	-3	10	4	7	-12
CC(C)(C)NC(=O)CN(C(=O)CN1C(=O)C(=O)c2ccccc21)C(C)(C)C	-2	21	-1	-15	1	5	-1	8	-15	5	7
C=CCc1c(C)nc(N)[nH]c1=O	-11	-11	3	-4	x	6	-2	-2	-12	-21	10
COc1cc(OC)cc(C(=O)NCC(=O)OCC(=O)NC2CCCc3ccccc32)c1 (stereo not drawn)	1	-1	2	-14	27	0	-6	14	-2	18	-2
c1ccc(Cc2noc(CN3CCN(CCOc4ccccc4)CC3)n2)cc1	-2	16	2	-4	3	0	-29	-18	6	-4	8
CCN(C(=O)C1CCCCC1)c1nnc(-c2cccnc2)s1	20	5	1	3	0	-5	-2	2	3	-20	7
CC1(C(=O)NCc2ccc3c(c2)OCO3)CCN1CCc1ccccc1 (stereo not drawn)	1	12	2	-17	x	x	3	-29	x	-9	16
CC(=O)Nc1ccc(S(=O)(=O)C(C#N)c2nc3ccccc3nc2NCCN2CCOCC2)cc1 (stereo not drawn)	-5	-11	14	-1	-5	0	2	5	6	11	-4
O=C(COC(=O)C1(c2cccc(F)c2)CCCC1)NCc1ccc2c(c1)OCO2	-2	10	-3	-8	4	-5	1	23	3	-9	24
COc1cccc(NC(=O)C2C3C=CC4(O3)C2C(=O)N(CCCN2CCC(C)CC2)C4C(=O)NC2CCCCC2)c1 (stereo not drawn)	-12	-18	-15	-1	-2	6	-3	-12	-4	-1	3
O[C@@H](CNC[C@H](O)c1ccccc1)c1ccccc1	2	2	-15	-2	-7	-5	0	16	-2	-4	-6
COc1ccccc1NC(=O)CC1S/C(=N/N=C2\CCCc3ccccc32)NC1=O (stereo not drawn)	2	0	6	-8	-3	6	-13	5	-8	15	14
O=S(=O)([N-]c1nc2ccccc2nc1-[n+]1ccc(Cc2ccccc2)cc1)c1ccc(Br)s1	39	18	8	-12	-2	-4	-26	12	-13	-1	14
O=C(COc1ccc(Cl)cc1Cl)NCCCN1CCOCC1	-4	1	1	7	-1	8	-13	-2	-13	-23	22
Cc1cc(C)c(C)c(S(=O)(=O)N2CCC(C(=O)OCC(=O)N3c4ccccc4NC(=O)C3(C)C)CC2)c1C	5	8	4	-2	-3	1	-33	-1	6	3	17
CCn1c(SCC(=O)Nc2sc3c(c2C#N)CCCC3)nnc1-c1ccco1	-5	7	6	5	7	5	-6	-19	-2	5	3
C=CCc1cc(C=O)cc(OC)c1OCc1c(Cl)cccc1Cl	1	5	8	-14	0	6	-21	18	4	-8	10
Cc1ccccc1-c1nc(SCc2cccnc2)c2c(=O)n(C)c(=O)n(C)c2n1	19	-5	10	-6	35	-1	-28	-14	-10	1	19
CC(C)C[C@H](NC(=O)OC(C)(C)C)C(=O)N/N=C/c1ccc2nccnc2c1	-13	1	-30	-2	-1	-3	-4	-34	-48	-5	-32
CC(C)C(=O)NC(=S)Nc1ccc(S(=O)(=O)NC2CCCCC2)cc1	12	2	1	16	-8	8	-22	24	7	9	15
Nc1[nH]c(C(=O)c2ccccc2)c(-c2c(F)cccc2F)c1C(=O)c1ccc(Cl)c(Cl)c1	-10	-8	x	-4	x	x	x	-2	x	25	10
O=C(CCn1c(=O)oc2ccccc21)N1CCN(C(c2ccccc2)c2ccccc2)CC1	21	-4	11	4	-10	5	12	-2	-11	-9	7
CCOC(=O)c1c(C)[nH]c(C)c1C(=O)CSc1nncs1	2	0	11	6	-1	11	-22	12	-2	10	-18
Cc1cc2ccccc2nc1-c1ccccc1F	-3	-32	4	12	-2	-2	-70	-16	1	5	-30
COc1ccc(S(=O)(=O)NCCN2CCOCC2)cc1[N+](=O)[O-]	-2	6	-2	-1	6	1	-5	-15	1	6	-3
CCCc1cc(=O)[nH]c(SCC(=O)Nc2cccc(S(=O)(=O)N3CCCCC3)c2)n1	-21	2	-2	-4	-2	-1	-10	-18	2	7	8
Cc1ccc(-c2nnn(CC(=O)N3CCC(C)CC3)n2)o1	4	-5	-20	3	4	0	-10	-43	2	-17	-29
COc1ccc(Cn2c(=O)[nH]c3cc(C(=O)NC4CCCC4)ccc3c2=O)cc1	-9	-4	4	-3	-1	5	7	18	-1	2	-3
Cc1ccc(NC(=O)C2C3CCCC2C3c2ccccc2)cc1C (stereo not drawn)	3	6	-3	5	-3	-4	7	-26	8	-4	x
CC(=O)O[C@H]1CC(=O)OC(C)(C)C2CC(=O)[C@]3(C)C(CC[C@@](C)([C@@H](O[C@@H]4O[C@H](CO)[C@@H](O)[C@H](O)[C@H]4O)c4ccoc4)[C@@]34O[C@@H]4C(=O)O)[C@]21C (stereo partly drawn)	33	-9	15	0	-1	5	11	20	6	15	8
O=C(C(=O)c1ccc(O)c(O)c1)c1ccc(O)c(O)c1	-9	-10	5	-2	-1	4	2	-44	-8	-22	-7
CC/C(=N\NC(=O)c1nnn(-c2nonc2N)c1-c1cccc(OC)c1)c1ccc(C)cc1	9	5	18	10	9	7	-11	17	-5	-10	-6
COc1ccc2c(=O)c(-c3ccccc3)coc2c1	41	-27	-106	-17	-3	12	-124	-60	-26	-160	-60
COc1ccc(CC(=O)Nc2ccc3c(c2)CCC3)cc1S(=O)(=O)N1CCOCC1	8	-7	20	5	-2	7	-4	-4	8	2	-13
O=C(Nc1ccccn1)C1(c2cccs2)CCOCC1	-3	-13	9	-1	8	5	7	-10	1	8	-8

(listing goes on)
SMILES	TRAIL sens C8	COUP-TFII inh	SRC3 inh	NOD2 RIPK2 PPI	Vif inh	TLR9-MyD88 block	SRC1 inh	NCOA2 inhibitor	EBV LMP1 NFkB	LRH-1 inv ag	TROY signal inh
C=CCNC(=S)N(Cc1ccccc1)Cc1ccccc1	-1	14	6	4	10	1	-19	4	-4	-9	2
Cc1cccc(C)c1C(=NCCCN(C)C)c1ccccc1	-1	6	4	2	-3	-5	-6	-21	1	4	19
O=C(CS(=O)(=O)c1ccccc1)Nc1ccccn1	3	7	18	4	-6	-4	3	-14	-1	3	3
CN1CCCN(C(=O)Cc2c(Cl)cccc2Cl)c2nc3ccccc3nc21	-11	1	-27	-10	-6	2	-1	11	3	-5	4
CN1CCN(Cc2nc3c(c(=O)n(C)c(=O)n3C)n2Cc2cccc3ccccc23)CC1	-2	-11	16	-3	6	-2	13	3	4	3	8
CCOc1[nH]n(-c2ccccc2)c(=O)c1C=Nc1ccccc1	-6	10	2	1	-12	-2	-25	3	-2	4	-5
CCOC(=O)c1c(C)[nH]c(C(=O)OCc2c(C)noc2C)c1C	-5	15	21	-2	-6	10	-6	12	6	-5	14
Cc1cc(C)cc(N(CC(=O)Nc2ccccc2)C2=NC3CS(=O)(=O)CC3S2)c1 (stereo not drawn)	-4	10	15	1	x	-15	16	21	2	8	4
COc1cc(C(=O)NCCc2ccccc2)ccc1OCC(=O)N1CCOCC1	8	3	0	-14	36	-1	9	-33	1	-18	7
Cc1ccccc1NC(=O)C1CCN(c2cnccn2)CC1	-3	15	-1	-12	-6	-3	1	21	-3	1	14

Reprinted from the part before: two compounds, followed by the next part.
SMILES	TRAIL sens C8	COUP-TFII inh	SRC3 inh	NOD2 RIPK2 PPI	Vif inh	TLR9-MyD88 block	SRC1 inh	NCOA2 inhibitor	EBV LMP1 NFkB	LRH-1 inv ag	TROY signal inh
COc1cc(C(=O)NCCc2ccccc2)ccc1OCC(=O)N1CCOCC1	8	3	0	-14	36	-1	9	-33	1	-18	7
Cc1ccccc1NC(=O)C1CCN(c2cnccn2)CC1	-3	15	-1	-12	-6	-3	1	21	-3	1	14
CNC(=O)C1=C(C)Nc2nc3ccccc3n2C1c1cccc(OC)c1 (stereo not drawn)	-6	5	2	-10	1	-1	0	-33	-8	-20	-28
CC(NC(=O)CCSCc1ccccc1F)c1ccccc1 (stereo not drawn)	7	-20	-55	-12	31	-5	-25	-35	-12	-39	-39
O=C(c1ccc2ccccc2c1)N1CCOCC1	8	9	2	8	2	-7	2	-16	3	-26	-27
O=S(=O)(Nc1cccc(-c2ccc(N3CCCCCC3)nn2)c1)c1ccc(F)cc1	-2	-23	-54	2	9	-4	-60	-90	-26	-73	39
COc1ccc(-n2cnnc2SCC(=O)Nc2cccnc2Cl)cc1	1	-13	-5	-10	-3	3	5	-21	-3	3	-4
COc1ccc(NC(=O)CCCC(=O)c2ccccc2)cc1	-2	6	-10	3	-1	-11	-34	2	-12	14	-41
COc1ccccc1NS(=O)(=O)c1cc(NC(=O)C2CCCC2)ccc1N1CCOCC1	-2	-1	8	-3	-7	-7	7	18	5	0	-5
CCc1ccc2nc3c(c(C(=O)O)c2c1)CCC3	0	-2	5	7	13	2	-4	-11	5	-3	7
Cc1noc(C)c1COc1ccc(C(=O)OC(C)C(=O)Nc2ccc(N3CCOCC3)cc2)cc1 (stereo not drawn)	-8	6	7	-2	8	-9	3	-34	7	6	-9
Cc1ccc(OCC(=O)N2CCN(C(=O)c3ccncc3)CC2)cc1	-2	-5	-4	0	0	3	-6	-14	-6	1	-5
